High-throughput results as filed in PubChem BioAssay.
S100A4 MyoIIA: S100A4-myosin IIA interaction inhibition; S100A4/TAMRA-MyoIIA peptide fluorescence polarization; inhibition, % at 10.7 µM; 360,000 compounds, 0.14% hits; AID 652163;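 active = mean inhibition of at least 70% across replicates, with every replicate also reaching that level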
Target sequence (P26447 whole entry, looked up): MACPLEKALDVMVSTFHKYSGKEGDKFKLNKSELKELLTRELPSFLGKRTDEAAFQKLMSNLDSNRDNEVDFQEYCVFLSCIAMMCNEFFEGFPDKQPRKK
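System – human S100A4 monomer protein, biochemical binding assay · Buffer or medium – Calcium-containing HEPES buffer, pH 7.2 · Timing – 5 min between mix addition and reading · Also added – TAMRA-labelled myosin IIA heavy-chain peptide probe, 5 nM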
PglD inh: PglD (C. jejuni) enzyme inhibition. purified PglD enzyme, DTNB colorimetric CoA detection. inhibition, % at 12.5 µM. 360,000 compounds, 0.098% hits. AID 602405; in the data active = inhibition above about 16%, passing the limit was not always enough; also: strong numbers were not always called active
EWS-Fli inh: blocks EWS/Fli oncoprotein-driven transcription; 350,000 compounds, 0.67% hits; AID 651661; inhibition, % at 12.6 µM; A673 NR0B1-luciferase reporter, viability-normalised;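 active = mean inhibition of at least 50% after viability correction, with every replicate also passing that limit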;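 also: firefly luciferase signal divided by Alamar Blue viability fluorescence both relative to DMSO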
PGC1a acetyl inh: PGC1a acetylation modulation, inhibitor mode | U2OS PGC1a acetylation, AlphaScreen anti-acetyl-lysine; with virally co-expressed GCN5 acetyltransferase | inhibition, % at 15.6 µM | 350,000 compounds, 0.17% hits;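 active = every replicate shows inhibition of at least 40%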;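 also: 0% = neutral control wells and 100% = positive control wells; some results beyond the cut were filed as inactive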
PAX8 inh HTS: inhibitors of PAX8 transcriptional activity in RMG-I cells; 360,000 compounds, 1.2% hits; inhibition, % at 12.6 µM; AID 652154; RMG-I TPO-luciferase reporter, SteadyGlo, 24 h;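 active = mean replicate inhibition at least 60% with every replicate also reaching 60%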;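 also: luciferase light reporting Pax8 driven TPO promoter activity; plate controls were median of neutral control wells for no effect and mitoxantrone controls for full effect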
FN deposition inh: fibronectin deposition inhibition | AH1F fibroblasts, Alexa488-fibronectin deposition fluorescence, overnight | inhibition, % at 12.6 µM | 350,000 compounds, 0.086% hits | AID 743247;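 active = mean inhibition across replicates of 30% or more, regardless of how many single replicates reach that level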;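 also: positive control wells lacked labelled fibronectin entirely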
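Assay system: AH1F fibroblasts / Quantity: 10000 cells per well / Medium: DMEM plus 2% serum, read in PBS / Reagent: labelled fibronectin 24 nM / Dosing: single dose, pinned / Times: 1 h cell attachment, overnight exposure to compound and label / Signal: fluorescence, ex 485 nm, em 525 nm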
ERAP1 HTS inh: inhibitors of human ERAP1 aminopeptidase | Q9NZ08 | recombinant ERAP1, Leu-AMC fluorescence, 60 min | inhibition, % at 10.7 µM | 340,000 compounds, 0.15% hits;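 active = mean replicate inhibition of at least 30%, or all replicates individually reaching that 30% level; inactive = mean below 30% and not every replicate reaching it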;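 also: 0% = neutral control wells and 100% = L-leucinethiol positive control wells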
LGR2 antag: blocks bursicon-induced cAMP signaling via Drosophila LGR2. HEK293 LGR2, CRE-luciferase, bursicon-stimulated, 4 h. inhibition, % at 9.99 µM. 380,000 compounds, 0.35% hits. AID 720647;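 active = drop in luminescence signal, shown as inhibition above about 50% in the replicate tests, limit read from the data, passing the limit was not always enough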;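 also: agonist challenge used bursicon conditioned medium at about half maximal strength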
The depositor's hits bear a star; x = not tested or not shown.

SMILES	S100A4 MyoIIA	EWS-Fli inh	FN deposition inh	PglD inh	ERAP1 HTS inh	LGR2 antag	PAX8 inh HTS	PGC1a acetyl inh
Cc1ccc(-n2ncc3c(=O)n(CC(=O)N(C(C)C)C(C)C)cnc32)cc1	1	0	-1	0	-1	13	-4	x
O=C(O)c1ccc(C2(c3ccc(C(=O)O)cc3)OC(=O)c3ccccc32)cc1	0	-3	11	0	-1	-14	10	10
Cc1ccc(CSc2nnc(C)c(=O)n2N)cc1	0	-5	1	-1	1	-2	52	2
COc1ccccc1-c1ccc2n(c1=O)C[C@H]1[C@H](CO)[C@@H](C(=O)N[C@H](C)c3ccccc3)[C@@H]2N1C	13	-2	x	-1	2	-14	8	x
CC12CCC(C(=O)NCc3ccc(Cl)cc3)(OC1=O)C2(C)C (stereo unspecified)	x	x	-3	-5	x	-23	x	6
Cc1sc2nc(C)n(/N=C/N(C)C)c(=O)c2c1C	5	3	-7	-2	-1	9	10	-7
COc1cc(NC(=O)COc2ccc([N+](=O)[O-])cc2)ccc1NC(=O)c1ccco1	-2	2	3	-5	-2	-12	-19	x
Cc1ncsc1CCC(=O)N1CCCC(C(=O)c2cccc(Cl)c2)C1 (stereo unspecified)	-2	3	6	7	-2	-5	-8	3
CSc1ccc(C2CC(=O)Nc3c2c(=O)n(C)c(=O)n3C)cc1 (stereo unspecified)	0	3	2	x	-6	14	26	5
COc1ccc(-c2nsc(SCC(=O)NCC3CCCO3)n2)cc1 (stereo unspecified)	3	-31	-1	x	5	-43	-12	0
COc1ccccc1NC(=O)N[C@H]1CC[C@@H](CCNS(=O)(=O)c2ccc(Cl)cc2)O[C@H]1CO	-2	11	1	-1	-2	0	5	5
CSc1ccccc1NC(=O)CN(c1cccc(C)c1)S(C)(=O)=O	-1	12	x	x	2	-19	x	7

Reprinted from the part before: 3 compounds, followed by the next part.
SMILES	S100A4 MyoIIA	EWS-Fli inh	FN deposition inh	PglD inh	ERAP1 HTS inh	LGR2 antag	PAX8 inh HTS	PGC1a acetyl inh
COc1ccc(-c2nsc(SCC(=O)NCC3CCCO3)n2)cc1 (stereo unspecified)	3	-31	-1	x	5	-43	-12	0
COc1ccccc1NC(=O)N[C@H]1CC[C@@H](CCNS(=O)(=O)c2ccc(Cl)cc2)O[C@H]1CO	-2	11	1	-1	-2	0	5	5
CSc1ccccc1NC(=O)CN(c1cccc(C)c1)S(C)(=O)=O	-1	12	x	x	2	-19	x	7
Cc1cc(C(=O)O)c(CSc2ncn[nH]2)o1	x	x	3	-1	x	18	x	-4
Cc1nc(CCNC(=O)COc2ccccc2)cs1	-6	12	8	2	6	-10	-11	2
COc1ccc(CC(=O)Nc2ccc(NC(=O)c3ccccc3F)cc2)cc1	-7	-2	0	x	1	36	7	x
C[C@@H]1CN([C@@H](C)CO)C(=O)c2cccc(NS(C)(=O)=O)c2O[C@H]1CN(C)C(=O)NC1CCCCC1	-1	-4	x	-11	-1	-10	-1	6
CCNC(=O)c1cccc(NC(=O)c2cc(C3CC3)nc3c2cnn3C(C)C)c1	-6	11	-3	-1	0	15	x	-24
Cc1ccc(C[n+]2cc(-c3ccc(Cl)cc3)n3c2CCC3)cc1	-3	6	-14	-3	2	7	40	-4
COc1ccc(C2CC2/C(=N/O)c2ccccn2)cc1 (stereo unspecified)	-11	-44	-2	x	0	-35	-48	6
Cc1cccc(NC(=O)N2CCCc3ccccc32)c1C	7	-11	5	-1	-3	14	-38	x
COc1ccc2c3c(n(C)c2c1)[C@H](CO)N(S(=O)(=O)c1ccc(C)cc1)CC31CCN(C(=O)c2ccccn2)CC1	1	2	x	x	1	-12	x	-9
O=C(C[C@@H]1CC[C@@H](NC(=O)CN2CCOCC2)[C@H](CO)O1)NC1CCCCC1	x	2	5	-1	x	-10	-9	7
O=C(O)c1ccc(CSc2nnc(-c3cccnc3)n2-c2ccc(Br)cc2)cc1	1	-3	2	x	0	10	31	x
O=C1CCN(Cc2ccccc2)CCN1CCSc1ccccc1	19	-33	9	-4	-3	-24	-187	3

SMILES	S100A4 MyoIIA	EWS-Fli inh	FN deposition inh	PglD inh	ERAP1 HTS inh	LGR2 antag	PAX8 inh HTS	PGC1a acetyl inh
CN(C)CC(=O)N1[C@@H](C#N)[C@@H](c2ccc(C#CC3CCCC3)cc2)[C@@H]1CO	-2	-15	-19	2	3	3	-3	-20
CCOC(=O)c1c(NC(=O)COC(=O)Cc2n[nH]c(=O)c3ccccc23)sc(C(=O)N(C)C)c1C	-2	7	-3	x	3	17	8	x
CC1=CC(C)(C)[N+](C)(C)c2ccc(C)cc21	1	3	0	x	17	12	29	-2
COc1cccc(NC(=O)N[C@H]2CC[C@H](CC(=O)N3CCOCC3)O[C@@H]2CO)c1	2	6	x	1	0	-14	-1	-5
O=C(C[C@@H]1C=C[C@H](NC(=O)Nc2ccccc2F)[C@@H](CO)O1)NCc1ccc(Cl)cc1	-13	-3	x	1	0	13	-9	2
O=C(O)C1=C(C2CCCCC2)C(=O)c2ccccc21	0	1	-24	x	2	-5	-6	x
COc1ccc2sc(-c3ccc(N(C)C)cc3)c(C#Cc3cncn3C)c2c1	-4	5	4	6	-3	2	43	-17
O=C(CC(Cc1ccccc1)c1ccco1)NCc1ccco1 (stereo unspecified)	57	6	0	-1	23	5	12	1
CCN(CC(=O)Nc1ccc(OC)cc1)C(=O)CCS(=O)(=O)c1ccc(C)cc1	-3	5	-4	0	-2	4	x	x
CCOC(=O)[C@]12CCCC=C1N(CCC1=CCCCC1)C(=O)[C@H](CC(=O)NCc1cccc3ccccc13)C2	1	6	2	x	-1	17	-1	x
CCCn1nc(C(=O)OCC(=O)Nc2ccc(C(N)=O)cc2)c2ccccc2c1=O	-17	12	2	-1	5	2	7	1
CC(C)NC(=O)Nc1cccc2c1O[C@H](CN(C)C)[C@H](C)CN([C@@H](C)CO)C2=O	5	x	x	-1	-2	14	-8	-1

SMILES	S100A4 MyoIIA	EWS-Fli inh	FN deposition inh	PglD inh	ERAP1 HTS inh	LGR2 antag	PAX8 inh HTS	PGC1a acetyl inh
CCCCOc1ccc(C(=O)NN2CCOCC2)cc1	-3	3	-15	x	1	2	2	x
Cc1cccc(C)c1NC(=O)CN(C1CCCCC1)S(C)(=O)=O	0	1	-16	-2	-2	3	-15	x
O=C(c1ccc([N+](=O)[O-])o1)N1CCCCCC1	-5	3	4	-4	-1	4	24	x
CC(=O)N1[C@H](CO)[C@@H]2c3ccccc3N(S(=O)(=O)c3ccccc3)C[C@@H]21	3	-5	x	0	2	-22	-16	-9
CN(C)C(=O)c1c([N+](=O)[O-])ncn1C	x	x	3	-5	x	-11	9	-17
CCCNC(=O)C[C@H]1C[C@@H]2c3cc(NC(=O)Nc4ccccc4F)ccc3O[C@@H]2[C@@H](CO)O1	4	2	-6	1	1	-8	-15	-3
C=CCC(CC)C(=O)NC(=O)N1CCCc2ccccc21 (stereo unspecified)	-8	-7	-4	-7	-3	15	15	x
COc1ccc(NC(=O)C(NC(C)=O)C(=O)Nc2ccc(F)cc2)cc1 (stereo unspecified)	0	-18	-1	x	-2	-7	-11	x
CN(C)C(=O)c1ccc(N=Nc2c(O)c3ccccc3[nH]c2=O)cc1	0	-14	-6	-2	-4	8	11	4
C[C@H](CO)N1C[C@H](C)[C@H](CN(C)Cc2ccc(-c3ccccc3)cc2)Oc2ccc(NS(C)(=O)=O)cc2C1=O	-2	6	-1	-1	-1	-16	-10	3
Cc1noc(C)c1S(=O)(=O)Nc1ccc2c(c1)C(=O)N([C@@H](C)CO)C[C@H](C)[C@H](CN(C)S(=O)(=O)c1ccc(Cl)cc1)O2	-83	5	x	3	3	2	x	-2
C[C@@H]1CN([C@@H](C)CO)C(=O)Cc2cc(NC(=O)Cc3ccccc3)ccc2O[C@H]1CN(C)Cc1ccccc1	-6	-1	x	2	-3	8	28	x

SMILES	S100A4 MyoIIA	EWS-Fli inh	FN deposition inh	PglD inh	ERAP1 HTS inh	LGR2 antag	PAX8 inh HTS	PGC1a acetyl inh
COc1cc(CN2CCCN(C)CC2)cc([N+](=O)[O-])c1O	-3	-16	-4	-5	4	-14	-4	x
CN(C(=O)CC1C(=O)NCCN1Cc1ccccc1F)C1CCOCC1 (stereo unspecified)	-3	-6	-9	-5	1	3	-5	x
CC(C)(C)c1ccc(C(=O)Nc2cccc(-n3cnnn3)c2)cc1	-2	-85	-8	-1	2	-65	-73	3
O=C(C1CCC1)N1C[C@@H]2[C@H](c3ccccc31)[C@H](CO)N2Cc1ccccc1	3	5	-2	-2	-1	-10	8	-10
CC(=NNC(=O)c1ccncc1)c1ccc(Cl)cc1Cl	-3	7	-6	-2	-1	28	-3	-3
C[C@@H]1CN([C@H](C)CO)S(=O)(=O)c2ccc(-c3ccc(F)cc3)cc2O[C@H]1CN(C)C(=O)C1CCOCC1	-43	-1	3	1	2	-9	x	-1
COc1ccc(C2=CC(=O)CC(C)(C)C2)cc1OC	5	-10	13	-3	1	-19	-5	x
COc1ccc(CCNC(=O)COc2ccc(-c3ccc(C)cc3)cc2)cc1OC	3	11	x	-4	0	-13	x	-21
Cc1cc(C)n(-c2nc(C)nc3c2cnn3-c2ccccc2)n1	-5	6	x	-5	-5	3	x	0
COc1cccc(-c2nnn(CC(=O)NC3CCCC3)n2)c1OC	x	x	1	-5	x	x	0	-1
COc1cccc(NC(=O)Nc2cccn(Cc3ccccc3)c2=O)c1	x	x	-12	2	x	x	-26	-7
CCc1nnc(NC(=O)CSc2nnc(C3CC3)n2C)s1	2	-4	-1	0	2	-6	-8	x

SMILES	S100A4 MyoIIA	EWS-Fli inh	FN deposition inh	PglD inh	ERAP1 HTS inh	LGR2 antag	PAX8 inh HTS	PGC1a acetyl inh
CCOc1ccc(S(=O)(=O)N2CCC(C(=O)N3CCCC3)CC2)cc1C	-4	9	10	6	1	-8	15	8
COc1ccc(C)cc1-n1c(SCC(=O)NCC2CCCO2)nc2c([nH]c3ccccc32)c1=O (stereo unspecified)	-1	x	0	5	2	11	16	-8
O=C(C[C@@H]1CC[C@H](NC(=O)Nc2cccc(F)c2)[C@H](CO)O1)NCC1CC1	7	-4	-4	1	0	5	18	11
CC(C)Cc1nnc(NS(=O)(=O)c2ccc([N+](=O)[O-])cc2)s1	4	12	1	10	-3	14	-6	-34
CCCCN=C1NC(=O)C(CC(=O)NCCc2ccc(OC)cc2)S1 (stereo unspecified)	0	7	x	-7	2	-21	-14	-4
CC(C)OC(=O)c1nnc(Cc2ccc(Cl)cc2)o1	0	15	2	3	2	-11	-6	x
